PLAP inhibition: inhibition of human placental alkaline phosphatase – biochemical, luminescence, HTS (AID 690); inhibition, % at 20 µM; hits with a dose series show IC50 in µM; purified PLAP, luminescent substrate; higher % means a stronger effect; 96,000 compounds, 0.08% hits; in the data active = a potency from the dose series; inactive = the rest, 99 in 100 with inhibition below about 30%; also: strong numbers were not always called active
MRP resist rev: reverses drug resistance mediated by MRP | AID 602 | H69AR cells + 2 uM doxorubicin, CellTiter-Glo, 72 h | differential viability (reversal), % at 10 µM | 85,000 compounds, 0.04% hits;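 active = viability drop by adding the cancer drug above about 55%, with treated viability meeting a 40% cutoff, limit read from the data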;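 also: viability without doxorubicin minus viability with 2 µM doxorubicin for each compound; larger differential means the compound sensitizes cells more to doxorubicin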
Bcl-B displacement: displacers of TR3 peptide from Bcl-B, primary screen, selectivity assay for Bfl-1 inhibitor project, biochemical, fluorescence polarization | FP displacement of FITC-TR3 peptide from Bcl-B; higher % means a stronger effect | one-dose displacement, % at 20 µM; IC50 in µM for titrated hits | 96,000 compounds, 0.11% hits;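 active = displacement above 50% at 20 µM plus a fluorescence interference ratio under 1.5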;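 also: plate controls were wells without compound for no effect and wells lacking Bcl-B protein for full effect; a part of the inactive calls stands beside numbers as strong as those of hits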
IL1B NFkB inh: blocks IL-1B driven NFkB nuclear translocation in HUVEC cells. 94,000 compounds, 0.43% hits. AID 796. inhibition, % at 2 µM. HUVEC IL-1B NFkB p65 nuclear translocation imaging;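 active = inhibition above about 30% together with a positive call from visual inspection of the well image, limit read from the data; inconclusive = inhibition above a set limit but visual check negative; inactive = inhibition not above a set limit, visual check negative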;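 also: nuclear over cytoplasmic p65 intensity ratio measured by imaging; 0% = IL-1B stimulated DMSO wells and 100% = unstimulated DMSO wells; values of inactives mirror those of a sister screen read the other way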
NFkB transloc pot: enhances IL-1B driven NFkB nuclear translocation. activation, % at 2 µM. 94,000 compounds, 0.3% hits. HUVEC IL-1B NFkB p65 nuclear translocation imaging;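 active = activation above 40%, about the mean plus 3 SD, also judged a hit on visual image review; inconclusive = activation above 40% but not a hit on visual review; inactive = activation not above 40% and no visual hit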;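 also: percent activation is computed from the nuclear over cytoplasmic p65 intensity ratio; values of inactives mirror those of a sister screen read the other way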
MRP resist rev cytotoxicity: also measured in MRP resist rev; calls as there; viability, %; H69AR cells, CellTiter-Glo, 72 h; measured here: cytotoxicity without doxorubicin
MRP resist rev with doxorubicin: second read-out of MRP resist rev, no call of its own (marks repeat the call); viability, %; measured here: viability with 2 uM doxorubicin; active compounds read low
IL1B NFkB inh cell count 2 µM: further read-out of IL1B NFkB inh, marked with its call; cell count; measured here: cells passing quality filter;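 raw number of nuclei counted in each imaged well without normalization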
NFkB transloc pot cell count 2 µM: also measured in NFkB transloc pot; calls as there; cell count; measured here: cells passing quality filter
Starred values were filed as active, the others as inactive; u = inconclusive; x = not tested or not shown. These rows are one share of the data; the hit share may differ from the screen's.

The line under a structure holds: PLAP inhibition, MRP resist rev, MRP resist rev cytotoxicity, MRP resist rev with doxorubicin, Bcl-B displacement, IL1B NFkB inh, IL1B NFkB inh cell count 2 µM, NFkB transloc pot, NFkB transloc pot cell count 2 µM
> C/C(=N\OC(=O)c1ccc(Cl)cc1)c1sc(-c2ccccc2)nc1C
    15%, x, x, x, -3%, -4, 96, 4, 96
> CCN(CC)C(=O)CSc1nc(O)cc(=O)n1-c1ccccc1OC
    -18%, 11, 94, 83, -33%, 2, 103, -2, 103
> CCCn1c(=O)c2ccccc2n2c(SCC(=O)/C(C#N)=C(\C)N)nnc12
    3%, -9, 80, 89, 5%, -2, 149, 2, 149
> CCOC(=O)N1CCN(C(=O)C(NS(=O)(=O)c2cccc3nsnc23)c2ccccc2)CC1 (configuration not stated)
    -27%, -7, 85, 92, -5%, 4, 138, -4, 138
> Cc1ccccc1OCc1nc2ccccc2c(=O)n1N
    14%, 2, 87, 85, 3%, 0, 95, 0, 95
> COC(=O)c1ccc(CSc2nnc3sc4ccccc4n23)o1
    -24%, -10, 67, 77, -1%, x, x, x, x
> CC(=O)OC(C(=O)NCc1ccco1)c1cccnc1 (configuration not stated)
    -16%, -13, 91, 105, -2%, -16, 140, 16, 140
> COc1ccc(CCNC(=O)c2sc(=S)n(C)c2N)cc1
    22%, -8, 63, 70, -2%, -14, 150, 14, 150
> C/C(Cc1ccccc1)=N\NC(=O)CCCCCC(=O)N/N=C(\C)Cc1ccccc1
    -2%, x, x, x, -9%, -11, 163, 11, 163
> O=C(COC(=O)c1ccccn1)NC12CC3CC(CC(C3)C1)C2
    -13%, -9, 92, 100, 7%, 10, 190, -10, 190
> CCCn1nc(CC(=O)OCC)c2ccccc2c1=O
    -15%, 7, 88, 80, -6%, -12, 193, 12, 193
> COC(=O)c1c(C)nc(C)c2c(=O)oc3ccccc3c12
    7%, 8, 88, 81, 1%, x, x, x, x
> CCc1nnc(NC(=O)c2cccnc2)s1
    18%, -3, 110, 113, -13%, -147, 170, 147*, 170*
> Nc1c(C(=O)NCC2CCCO2)c2nc3ccccc3nc2n1-c1ccccc1 (configuration not stated)
    -41%, -10, 21, 31, -10%, -3, 120, 3, 120
> CCCNC(=O)NC(=O)CSc1ncc(C(F)(F)F)cc1Cl
    27%, -10, 87, 97, 27%, -33, 187, 33, 187

Part of the list above, reduced to Bcl-B displacement, NFkB transloc pot and IL1B NFkB inh cell count 2 µM:
SMILES	Bcl-B displacement	NFkB transloc pot	IL1B NFkB inh cell count 2 µM
CCOC(=O)N1CCN(C(=O)C(NS(=O)(=O)c2cccc3nsnc23)c2ccccc2)CC1 (configuration not stated)	-5%	-4	138
Cc1ccccc1OCc1nc2ccccc2c(=O)n1N	3%	0	95
COC(=O)c1ccc(CSc2nnc3sc4ccccc4n23)o1	-1%	x	x
CC(=O)OC(C(=O)NCc1ccco1)c1cccnc1 (configuration not stated)	-2%	16	140
COc1ccc(CCNC(=O)c2sc(=S)n(C)c2N)cc1	-2%	14	150

Carrying on.
The line under a structure holds: PLAP inhibition, MRP resist rev, MRP resist rev cytotoxicity, MRP resist rev with doxorubicin, Bcl-B displacement, IL1B NFkB inh, IL1B NFkB inh cell count 2 µM, NFkB transloc pot, NFkB transloc pot cell count 2 µM
> CCOCCCNC(=O)C(NC(=O)c1ccc(=O)[nH]c1)c1ccc(Cl)cc1 (configuration not stated)
    -45%, -2, 96, 97, -37%, -29, 193, 29, 193
> CCn1c2ccccc2c2cc(NC(=O)CCCN3C(=O)CCC3=O)ccc21
    -58%, -17, 74, 91, -2%, 4, 89, -4, 89
> Nc1ccccc1C(=O)NNc1ncc(C(F)(F)F)cc1Cl
    -101%, x, x, x, -6%, 0, 123, 0, 123
> O=C(/C=C/c1ccccc1)N(c1ccccn1)C1CCCCC1
    -5%, x, x, x, -1%, -1, 152, 1, 152
> CCN(CC)c1nc(N)c2c(N)n(-c3ccccc3C)c(=S)c(C#N)c2c1C#N
    -42%, 17, 107, 91, -1%, -43, 114, u, x
> O=C(CSc1nc(C2CC2)nc2ccccc12)NCc1ccc2c(c1)OCO2
    2%, x, x, x, -10%, -3, 127, 3, 127
> CC(C)OP(=O)(c1ccc(N(C)C)cc1)C(O)c1ccccc1F (configuration not stated)
    x, -16, 92, 108, x, -12, 134, 12, 134
> O=C(Nc1ccc(-n2nncc2-c2ccco2)cc1)c1ccc(F)cc1
    13%, x, x, x, -14%, 4, 64, -5, 64
> Cc1ccc2cc(CN(Cc3ccco3)C(=O)c3ccccc3)c(=O)[nH]c2c1C
    18%, -16, 53, 69, -4%, -11, 162, 11, 162
> O=C(CC1CCCCC1)NCc1cn2ccsc2n1
    13%, 1, 92, 91, 4%, -24, 218, 24, 218
> Cc1ccccc1-c1nc(CN2CCCC(C(=O)NCc3cccnc3)C2)c(C)o1 (configuration not stated)
    -46%, -14, 66, 81, 4%, -9, 43, 11, 43
> CCS(=O)(=O)c1ccc2oc(SCC(=O)c3ccco3)nc2c1
    -8%, 8, 82, 74, -3%, -41, 161, u, x
> CC1CCCC(NC(=O)c2cn(C)c3ccc(S(=O)(=O)N4CCCC4)cc3c2=O)C1C (configuration not stated)
    -39%, 17, 76, 59, -6%, x, x, x, x
> COc1ccc2nc(NC(=O)CSc3nc(C)cc(C)n3)sc2c1
    -61%, 30, 47, 16, -3%, -20, 177, 20, 177
> Cc1noc(C)c1COc1ccc(C(=O)OCC(=O)N2CC(=O)Nc3ccccc32)cc1
    -15%, -3, 74, 77, -3%, 6, 113, -6, 113
> Cc1c(C(=O)OCC(C)C)[nH]c2c1C(=O)CC(c1cccs1)C2 (configuration not stated)
    12%, -16, 21, 36, 10%, 17, 110, -17, 110
> COc1ccc2[nH]c(=O)c(CN(C3CCCCC3)C(c3nnnn3Cc3ccco3)C(C)C)cc2c1 (configuration not stated)
    -74%, 5, 96, 91, -128%, 15, 98, -15, 98
> O=S(=O)(c1cccc(S(=O)(=O)N2CCN(c3ncccn3)CC2)c1)N1CCOCC1
    x, 7, 92, 84, x, -43, 131, u, x
> Cc1ccc(S(=O)(=O)c2c(C)cc(C)nc2Cl)cc1
    -38%, x, x, x, -1%, -2, 116, 2, 116
> Cc1occc1-c1nnc(SCC(=O)c2ccc(F)cc2)o1
    -21%, 10, 84, 74, -4%, -2, 122, 1, 122
> O=C(NC1CCCCC1)NC1CCN(S(=O)(=O)c2ccc3c(c2)OCCO3)CC1
    1%, 4, 97, 94, 3%, -30, 146, 30, 146
> NC(=O)C1CCN(c2oc(-c3ccccc3F)nc2S(=O)(=O)c2ccc(Cl)cc2)CC1
    16%, -7, 93, 100, -3%, 5, 89, -5, 89
> CCCCOCCCNC(=O)C1CCCCC1
    2%, 13, 98, 85, -3%, 10, 159, -11, 159
> CCCOc1ccc(OCCOCCN2CCc3ccccc3C2)cc1
    -78%, x, x, x, 5%, 3, 203, -3, 203
> Cc1cc(C)c(C#N)c(Oc2ccc(F)cc2)n1
    -5%, 14, 97, 83, -14%, -12, 184, 12, 184
> Cn1c2c(c(=O)n(C)c1=O)C(C(F)(F)F)(C(F)(F)F)N=C(c1ccc(Cl)cc1)N2
    -6%, x, x, x, 2%, -21, 151, 3, 166
> CC(=O)/C=C\c1cn(-c2ncc(C(F)(F)F)cc2Cl)c2ccccc12
    -22%, x, x, x, -1%, -4, 119, 4, 119
> Cc1ccc(C(=O)CCNc2ccccc2)o1
    13%, -5, 68, 73, -8%, 13, 170, -13, 170
> N#Cc1cn(CC(=O)NCC2CCCO2)c2ccccc12 (configuration not stated)
    12%, 9, 92, 84, -5%, -10, 162, 10, 162
> COc1cc(C2N(c3ccc(Cl)c(Cl)c3)C(=O)C3CCCN32)cc(OC)c1OC (configuration not stated)
    -49%, 9, 87, 78, -14%, 5, 154, -5, 154

3 entries out of the list above, ordered by the value under NFkB transloc pot, smallest number first.
SMILES,NFkB transloc pot
NC(=O)C1CCN(c2oc(-c3ccccc3F)nc2S(=O)(=O)c2ccc(Cl)cc2)CC1,-5
Cc1occc1-c1nnc(SCC(=O)c2ccc(F)cc2)o1,1
Cc1cc(C)c(C#N)c(Oc2ccc(F)cc2)n1,12

Individual results from the list:
Reading for `N#Cc1cn(CC(=O)NCC2CCCO2)c2ccccc12` (configuration not stated) in Bcl-B displacement: -5%
Reading for `CCc1nnc(NC(=O)c2cccnc2)s1` in MRP resist rev: -3
Reading for `C/C(=N\OC(=O)c1ccc(Cl)cc1)c1sc(-c2ccccc2)nc1C` in NFkB transloc pot: 4

Next entries
The line under a structure holds: PLAP inhibition, MRP resist rev, MRP resist rev cytotoxicity, MRP resist rev with doxorubicin, Bcl-B displacement, IL1B NFkB inh, IL1B NFkB inh cell count 2 µM, NFkB transloc pot, NFkB transloc pot cell count 2 µM
> OCCN1CCN(c2ncnc3c2sc2nc(N4CCOCC4)c4c(c23)CCC4)CC1
    -40%, -2, 98, 101, 5%, x, x, x, x
> COc1ccc(N(Cc2cc3ccc(C)cc3[nH]c2=O)C(=O)c2ccco2)cc1
    7%, -12, 72, 85, 3%, -5, 103, 5, 103
> CCOC(=O)Cn1c(=O)oc2cc(S(=O)(=O)Nc3c(C)cc(C)cc3C)ccc21
    -6%, -12, 70, 82, -88%, 3, 66, -3, 66
> Cc1nc2cc(-c3ccc(F)cc3)nn2c(N2CCOCC2)c1C
    17%, -12, 61, 72, -7%, x, x, x, x
> Cc1ncc([N+](=O)[O-])n1CC(C)O (configuration not stated)
    -9%, 7, 106, 99, -2%, -5, 131, 5, 131
> Cc1ccc(Nc2nc(N)nc(CSc3nnnn3-c3ccccc3)n2)cc1
    4%, 10, 86, 75, -15%, 1, 144, -1, 144
> CN(C)S(=O)(=O)Nc1ccccc1C(N)=O
    22%, 6, 108, 102, -7%, 8, 125, -8, 125
> Cc1ccc(Cl)cc1NC(=O)CCC(=O)Nc1cc(Cl)ccc1C
    76%, -38, 76, 115, -20%, -15, 178, 15, 178
> CC(C)(C)NC(=O)CC(CC(=O)O)c1ccccc1 (configuration not stated)
    4%, -2, 94, 97, 2%, -63, 58, u, x
> CN(C)CCNC(=O)CN1C(=O)COc2ccc(C(C)(C)C)cc21
    -41%, 11, 92, 81, -5%, 0, 162, 0, 162
> Brc1ccc(CSc2nnc(-c3ccccn3)n2Cc2ccco2)cc1
    -28%, -42, 21, 63, 32%, -12, 106, 12, 106
> CCn1c(CNc2ccc(Cl)cc2)nnc1SCC(=O)OC1CCCCC1
    x, 14, 90, 76, x, 12, 132, -12, 132
> CCc1ccccc1NS(=O)(=O)c1ccc2[nH]cc(C(=O)NCc3ccco3)c(=O)c2c1
    x, -14, 70, 84, 2%, 12, 148, -12, 148
> CCC(Sc1nc2c(cnn2-c2ccccc2)c(=O)[nH]1)C(=O)OC (configuration not stated)
    6%, -2, 80, 81, -9%, 4, 142, -4, 142
> O=C(COC(=O)c1ccccc1Nc1ccccc1)NCc1ccco1
    17%, 12, 94, 81, 7%, -3, 104, 3, 104
> O=C(CN1CCN(S(=O)(=O)c2ccc(Br)cc2)CC1)Nc1ccc2c(c1)OCO2
    -27%, x, x, x, 22%, 9, 96, -9, 96
> CCC(C)Nc1nc(-c2cccc(OC)c2O)nc2ccccc12 (configuration not stated)
    x, -18, 5, 22, 4%, 2, 92, -2, 92
> CCOC(=O)c1sc(C(=O)OCC)c(OCCO)c1OCCO
    -6%, 19, 103, 84, 8%, 4, 73, -4, 73

Screens (PubChem)
